# Screens as filed in PubChem.
# Fam108B inh = mouse Fam108B serine hydrolase inhibitors, primary screen, counter-screen for RBBP9 inhibitor project, biochemical, fluorescence polarization | inhibition, % at 9.51 µM | recombinant Fam108B, FP-Rh probe fluorescence polarization | AID 1947, 2009 | hit rate 0.33% among 300,000;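 active means inhibition above the screen mean inhibition plus 3 SD, computed separately per campaign, cut at about 18% in these data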;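 further: inhibitors lower polarization as less probe binds the enzyme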
# MCL1-BIM inh = inhibitors of MCL1 binding to BIM-BH3, primary screen, biochemical, fluorescence polarization; Induced myeloid leukemia cell differentiation protein Mcl-1 (Homo sapiens), Q07820; GST-MCL1 / FITC-Bim-BH3 fluorescence polarization; inhibition, % at 10.9 µM; hit rate 0.68% among 320,000; AID 2057, 2009;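 active means inhibition above the mean inhibition of all tested compounds plus 3 SD, set per campaign, cut at about 40% in these data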;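 further: 0% = DMSO wells and 100% = unlabeled Bim-BH3 peptide control; higher means more loss of mP so more displacement of Bim peptide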
# Target sequence (Q07820 whole entry, looked up): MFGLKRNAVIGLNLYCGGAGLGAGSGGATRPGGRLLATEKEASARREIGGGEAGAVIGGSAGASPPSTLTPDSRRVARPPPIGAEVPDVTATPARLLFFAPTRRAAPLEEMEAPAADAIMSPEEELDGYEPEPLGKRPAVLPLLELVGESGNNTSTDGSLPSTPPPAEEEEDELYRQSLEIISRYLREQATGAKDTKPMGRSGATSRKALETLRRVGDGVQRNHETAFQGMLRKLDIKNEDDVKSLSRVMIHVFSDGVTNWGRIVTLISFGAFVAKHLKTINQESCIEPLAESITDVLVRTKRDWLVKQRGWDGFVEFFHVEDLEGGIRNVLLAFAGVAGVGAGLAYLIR
# BCLXL inh = inhibitors of human Bcl-xL, primary screen, biochemical, fluorescence polarization, HTS; inhibition, % at 10.9 µM; hit rate 0.7% among 320,000; Bcl-2-like protein 1 (Homo sapiens), Q07817; AID 2129, 2009; GST-Bcl-xL / FITC-Bim BH3 peptide fluorescence polarization;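 active means inhibition above the mean of all tested compounds plus 3 SD, cutoff set per campaign, cut at about 30% in these data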;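 further: 0% = DMSO wells and 100% = unlabeled Bim-BH3 peptide competitor; inhibitors lower millipolarization by displacing the labeled peptide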
# Target sequence (Q07817 whole entry, looked up): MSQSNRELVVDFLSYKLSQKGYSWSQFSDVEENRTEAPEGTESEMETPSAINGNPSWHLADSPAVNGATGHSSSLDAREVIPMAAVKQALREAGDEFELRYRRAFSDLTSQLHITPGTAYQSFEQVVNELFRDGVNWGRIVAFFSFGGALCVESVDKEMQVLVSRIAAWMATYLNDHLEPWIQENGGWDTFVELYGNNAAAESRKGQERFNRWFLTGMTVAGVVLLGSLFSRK
# VLA-4 inh = inhibition in human VLA-4 binding assay, primary screen, VLA-4 allosteric modulator project, MLPCN library, flow cytometry, VLA-4 expressing cells | Integrin alpha-4 (Homo sapiens), P13612 | ligand binding flow cytometry | inhibition, % (about 7 µM as worked out from the volumes in the protocol) | hit rate 0.2% among 330,000 | AID 2557, 2010; in the data active means inhibition above about 50%
# GRK2 inh = compounds blocking aptamer binding on GRK2 – biochemical, human GRK2, bead flow cytometry, HTS, primary screen; FAM-aptamer displacement from GRK2; inhibition of aptamer binding, % at 10 µM; hit rate 0.59% among 330,000;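 active means inhibition of aptamer binding above 40%, roughly 3 SD of noise, on plates passing a quality check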;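 further: median bead fluorescence of bound FAM aptamer so fluorescent compounds give negative values; no value below 0 was filed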
# AGP1-GFP MLPCN = modulators of AGP1-GFP expression in yeast TOR pathway, primary screen, cell-based, multiplex flow cytometry, S. cerevisiae, MLPCN library. hit rate 0.02% among 320,000. 3 h; GFP as percent of DMSO wells. AID 2066, 2009. GFP response vs DMSO, % at 10 µM;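 active means GFP response relative to DMSO above a set limit, near screen average plus 3 SD, cut at about 150% in these data; inconclusive means fewer than 70 cells counted for the yeast strain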;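 further: median GFP channel fluorescence of the gated AGP1 strain per well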
# MEX-5 binding = MEX-5 zinc finger RNA-binding disruptors – biochemical, C. elegans, fluorescence polarization, MLPCN library, primary screen; MEX-5/FITC-TCR2 RNA binding; active compounds read low; activity score (negative = inhibition of binding), % at 10 µM; hit rate 0.38% among 300,000;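 active means inhibition past about -25% in most replicates, and total fluorescence under double the plate's negative control median, limit read from the data; inconclusive means replicates evenly split on the limit, or fluorescence at least double controls; inactive means too little inhibition in most replicates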;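 further: 0% = DMSO and -100% = 5 µM competing unlabeled TCR2 RNA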
# CIT2 TOR yeast = modulators of CIT2-GFP expression in yeast, primary screen, S. cerevisiae, GFP fusion, multiplex flow cytometry, MLPCN library | GFP response vs DMSO, % at 10 µM | S. cerevisiae CIT2-GFP strain, 3 h; 100 means same as DMSO wells | hit rate 0.065% among 320,000;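 active means GFP response relative to DMSO above a set limit, near the screen mean plus 3 SD, cut at about 150% in these data; inconclusive means Fewer than 70 cells measured for a yeast strain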;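 further: ratio of well median GFP fluorescence to mean of DMSO wells on the plate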
# GLD-1 RNA inh = GLD-1/TGE RNA complex disruptors, primary screen, biochemical, fluorescence polarization | hit rate 0.44% among 320,000 | purified GLD-1 + fluorescein TGE RNA | inhibition, % at 5.96 µM | Female germline-specific tumor suppressor gld-1 (Caenorhabditis elegans), Q17339;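 active means percent inhibition above a per-plate cutoff, the plate mean of test compounds plus 3 SD, cut at about 30% in these data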;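 further: 0% = DMSO wells with GLD-1 and probe and 100% = wells lacking GLD-1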
# Target sequence (Q17339 whole entry, looked up): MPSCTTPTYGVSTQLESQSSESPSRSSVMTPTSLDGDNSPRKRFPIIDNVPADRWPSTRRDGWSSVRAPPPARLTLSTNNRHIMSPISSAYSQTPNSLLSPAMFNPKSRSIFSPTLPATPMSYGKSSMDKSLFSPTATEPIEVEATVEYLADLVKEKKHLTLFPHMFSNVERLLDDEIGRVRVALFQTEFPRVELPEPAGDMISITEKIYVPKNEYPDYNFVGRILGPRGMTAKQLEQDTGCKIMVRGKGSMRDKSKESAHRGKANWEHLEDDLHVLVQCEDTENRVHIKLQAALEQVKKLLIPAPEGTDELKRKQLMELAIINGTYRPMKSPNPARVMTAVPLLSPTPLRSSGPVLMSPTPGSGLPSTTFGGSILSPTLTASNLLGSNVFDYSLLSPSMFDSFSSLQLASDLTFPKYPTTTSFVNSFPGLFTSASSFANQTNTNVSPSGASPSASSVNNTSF
# Numbers without * were called inactive; u = inconclusive; x = not tested or not shown; [ ] = another dose, or the depositor's remark. This is a random part of the collection. Share with any hit: about 2.2%.
SMILES,Fam108B inh,MCL1-BIM inh,BCLXL inh,VLA-4 inh,GRK2 inh,AGP1-GFP MLPCN,MEX-5 binding,CIT2 TOR yeast,GLD-1 RNA inh
NC(=S)N/N=C/c1coc2c(ccc3ccccc32)c1=O,-36,5,0,28,5,103,-0.1,99,12
COc1ccc(S(=O)(=O)NCCc2nnc3ccc(SCC(=O)Nc4nc(C)cs4)nn23)cc1,-3,-14,-6,21,6,x,1.8,x,3
O=c1ccc(-c2ccc(S(=O)(=O)N3CCN(c4cccc(Cl)c4)CC3)o2)n[nH]1,-4,1,-2,-1,3,93,-4.6,94,-3
O=C(Nc1ccon1)c1sc2cc(F)ccc2c1Cl,-1,4,3,4,0,97,x,109,-5
COc1cccc(-c2nc(CS(=O)(=O)CC(=O)NC3CCCC3)c(C)o2)c1,1,3,0,19,0,97,5.1,101,1
CC(C)CC(OC(=O)c1nsc(Cl)c1Cl)C(=O)NCC1CCCO1 (centres undefined),1,-7,-1,3,2,103,-1.6,98,-5
COc1ccc(/C=N/NC(=O)c2cccc(O)c2)cc1Cn1nc(C)c([N+](=O)[O-])c1C,-10,0,6,1,3,90,3.0,93,1
Cc1ccc(S(=O)(=O)NCC(=O)N2CCCC2)cc1,-2,1,3,2,1,109,0.0,104,2
CC1(NC(=O)Nc2cccc(Br)c2)CCS(=O)(=O)C1 (centres undefined),x,x,x,4,0,96,x,102,0
C/C=N/NC(=O)c1cc(Br)ccc1O,-7,5,-2,-5,6,97,-0.8,104,-3
COc1cccc(CNC(=O)C2CCCN(S(=O)(=O)c3cnc[nH]3)C2)c1 (centres undefined),3,3,6,6,0,105,-0.1,103,2
CCOC(=O)c1sc(NC(=O)c2ccco2)nc1-c1ccccc1,-5,-2,4,23,1,106,-2.9,99,4
O=C(CCNC(=O)c1ccccc1)NNC(=O)c1ccc(F)cc1,x,x,x,-4,0,98,x,95,0
CCOC(=O)N1CCC(NC(=O)c2cc(S(=O)(=O)N3CCC4(CC3)OCCO4)ccc2F)CC1,0,3,2,-4,0,98,-1.1,105,1
O=C1[C@@H]2[C@H]3CC[C@H](C3)[C@@H]2C(=O)N1O,-2,-4,0,10,25,107,-2.3,106,-6
CCOc1ccc(C(=O)Nc2cccc(C(=O)O)c2)cc1Cl,-2,-6,1,3,0,107,1.7,103,2
CCOC(=O)c1oc2cc(O)c(CC)cc2c(=O)c1-c1ccc2c(c1)OCCO2,2,7,4,11,0,99,-4.8,100,3
Cc1cccc(Nc2nnc(SC(C)C(=O)NC3CC3)s2)c1 (centres undefined),x,-10,-9,6,1,105,x,105,3
Cc1ccc2sc(NC(=O)c3cccc(N4C(=O)CCC4=O)c3)nc2c1C,0,1,5,1,1,100,-0.1,93,-1
Cc1ccc(C)c(NC(=O)NNC(=O)c2ccc3ccccc3c2O)c1,3,8,7,5,3,111,1.9,106,4
Cc1cc(C)cc(NC(=S)N2CCN(S(=O)(=O)c3ccccc3)CC2)c1,x,x,x,-4,6,86,x,88,x
CC(C)CNC(=O)c1cnn2c(C(F)(F)F)cc(C(F)(F)F)nc12,1,2,4,-3,2,114,-3.9,105,0
O=C(CO/N=C/c1ccccc1OC(F)F)NCc1cccs1,2,3,4,0,4,99,-1.4,95,-3
CC(Oc1ccccc1)C(=O)N1CCC2(CC1)Oc1ccc(F)cc1C(=O)C21CC(c2cccnc2)=NO1 (centres undefined),1,12,4,2,1,76,0.8,71,6
CC(C)CN(C(=O)COC(=O)C1c2ccccc2Oc2ccccc21)C1CCS(=O)(=O)C1 (centres undefined),1,10,3,14,3,107,x,108,0
Cc1nn(C(=O)CNS(=O)(=O)c2ccccc2)c(C)c1Sc1ccc(Cl)cc1,-2,-8,-4,9,0,89,0.8,99,3
O=C(CNS(=O)(=O)c1ccc(Br)cc1)N1CCN(Cc2ccccc2)CC1,3,8,7,0,0,97,-1.1,99,1
COc1ccc(CC(=O)OCC(=O)NCc2ccco2)cc1,-2,-1,2,6,3,110,-1.4,100,4
CC(C)[C@H](NC(=O)c1c(F)cccc1F)C(=O)OCC(=O)NC(=O)NC1CCCC1,1,-3,6,-5,3,99,1.4,103,9
COc1ccc(-c2noc(CCC(=O)NCCc3ccccc3)n2)cc1OC,x,x,x,0,3,103,1.1,115,x
CCCCC(CC)C1OCC(CN2CCCCC2)O1 (centres undefined),0,0,2,3,0,102,-2.4,96,0
CC(C)c1ccc(S(=O)(=O)c2nnn3c2nc(N2CCCCC2)c2ccccc23)cc1,-3,2,2,-11,2,x,-0.4,x,-3
CCCCn1c(SCC(=O)NCC2CCCO2)nc2ccc(N3CCOCC3)cc2c1=O (centres undefined),4,20,10,-8,3,107,-0.8,x,0
COc1ccccc1NC(C)C(=O)N/N=C/c1cccs1 (centres undefined),1,2,7,2,1,108,-0.9,x,1
COc1ccc(NC(=O)N(C)C[C@H]2Oc3ccc(NS(=O)(=O)c4ccc(OC)cc4)cc3C(=O)N([C@H](C)CO)C[C@@H]2C)cc1,x,x,x,-10,0,93,x,84,3
COc1cc2c(cc1OC)CN(C(=S)Nc1c(C)cccc1C)CC2,-3,11,2,-6,1,99,-0.2,104,2
COC(=O)CC1C(=O)NCCN1C(=O)c1ccccc1 (centres undefined),-2,6,5,9,0,105,0.9,93,9
Cc1c(Cl)cccc1NC(=O)COc1ccc(S(=O)(=O)N2CCOCC2)cc1,-2,-3,0,3,2,101,-4.5,99,1
Cc1c(NC(=O)COC(=O)C23CC4CC(CC(O)(C4)C2)C3)c(=O)n(-c2ccccc2)n1C,1,-2,-6,2,0,101,-1.9,98,6
COc1ccc(N2CCN(Cc3nc4ccccc4c(=O)[nH]3)CC2)cc1,-2,2,5,6,3,96,-4.3,100,-1
COc1ccc(C2/C(=C(\O)c3ccc4c(c3)OCCO4)C(=O)C(=O)N2CCCN(C)C)cc1 (centres undefined),-1,1,0,15,0,104,0.6,102,2
C(=C\c1nccc2c1[nH]c1ccccc12)/c1ccccc1,-2,-9,0,0,3,102,-0.8,92,0
CC(C)CNC(=S)N(CCO)Cc1cc2cc3c(cc2[nH]c1=O)OCO3,-4,10,7,25,2,93,0.0,97,3
O=C(CCN1CCCCC1)c1ccc2c(c1)OCO2,-6,4,-1,-6,2,99,-3.1,100,-7
O=C(N[C@H](CO)[C@H](O)c1ccc([N+](=O)[O-])cc1)C(Cl)Cl,1,5,2,-12,0,90,-1.4,89,-2
NC(=O)c1ccc[n+](CC(=O)c2ccc(Cl)c(Cl)c2)c1,-2,3,3,1,0,102,-1.3,88,4
CC(OC(=O)c1ccncc1)C(=O)Nc1ccc([N+](=O)[O-])cc1Cl (centres undefined),-4,1,7,18,0,97,2.9,88,-1
CCOc1ccc(C2/C(=C(\O)c3cccc(OC)c3)C(=O)C(=O)N2c2ccccn2)cc1OC (centres undefined),-1,2,4,-13,0,100,2.6,107,8
Cc1ccc(S(=O)(=O)N2CCN(C(=O)c3ccccc3OCc3c(C)noc3C)CC2)cc1C,2,2,2,-16,0,94,1.4,94,7
Cc1ccc2oc(/N=C(\N)NC(=O)C3CC3)nc2c1,-3,-1,1,6,1,93,-1.1,93,3
CC1CC(CCC(=O)NC(=S)Nc2ccc(Cl)cn2)C(=O)O1 (centres undefined),-2,5,5,10,2,117,0.4,107,3
COc1cc(NS(C)(=O)=O)c(OC)cc1NC(=O)c1ccccc1,1,12,12,-14,0,107,-0.3,98,-3
O=C(NCCN1CCOCC1)NC1(C(F)(F)F)Oc2ccccc2O1,-1,10,6,-7,1,102,-1.7,112,-5
CCCN(CCC)CCN1C(=O)C2C(C(=O)Nc3cccc(SC)c3)C3C=CC2(O3)C1C(=O)NC1CCCCC1 (centres undefined),2,0,0,2,1,106,-0.1,101,0
Cc1c(Cl)cccc1NC(=O)COC(=O)CN1C(=O)NC(C)(C)C1=O,2,1,4,5,1,u,-1.0,92[may fluoresce red],-5
COc1ccc(N(CC(=O)NCCSC(C)(C)C)S(C)(=O)=O)c(OC)c1,0,8,2,11,2,96,-1.3,96,2
O=S(=O)(Nc1cc(C(F)(F)F)ccc1N1CCOCC1)c1ccc2ccccc2c1,0,5,8,-3,4,101,-1.0,98,1
COc1cccc(/C=N/NC(=O)c2nnn(-c3nonc3N)c2-c2cccs2)c1,1,-2,2,13,3,96,0.0,100,0
CCN(CC)CCn1c2c(c(SCC(=O)Nc3cccc4ccccc34)nc1=O)CCCC2,-1,0,-1,8,0,88,-0.9,90,-3
c1ccc(-c2nc(NCCCN3CCOCC3)c3ccccc3n2)cc1,-1,9,5,3,1,98,2.3,98,2

# Given tab-delimited: entries from further up.
smiles	Fam108B inh	MCL1-BIM inh	BCLXL inh	VLA-4 inh	GRK2 inh	AGP1-GFP MLPCN	MEX-5 binding	CIT2 TOR yeast	GLD-1 RNA inh
c1ccc(-c2nc(NCCCN3CCOCC3)c3ccccc3n2)cc1	-1	9	5	3	1	98	2.3	98	2
COc1cc(NS(C)(=O)=O)c(OC)cc1NC(=O)c1ccccc1	1	12	12	-14	0	107	-0.3	98	-3

# Further compounds follow.
SMILES,Fam108B inh,MCL1-BIM inh,BCLXL inh,VLA-4 inh,GRK2 inh,AGP1-GFP MLPCN,MEX-5 binding,CIT2 TOR yeast,GLD-1 RNA inh
CCC(C)[C@H](NC(=O)[C@@H]1Cc2ccccc2CN1)C(=O)NCc1ccc(OC)cc1 (some centres undefined),-1,-3,-6,-32,1,105,2.3,97,6
COc1ccc(N2C(=O)CC(N3CCN(S(=O)(=O)c4cc(C)ccc4C)CC3)C2=O)cc1 (centres undefined),0,-1,5,15,2,109,0.8,105,-3
O=S(=O)(Cc1ccc(Cl)cc1)c1ccccc1-c1nnc(-c2ccc(Cl)cc2)o1,-4,3,0,-8,2,92,-1.8,84,-3
O=C(Cn1nnc(-c2ccc(NC(=O)c3ccccc3F)cc2)n1)NCc1ccc(F)cc1,-26,-2,-9,7,0,98,-1.2,95,8
COc1ccc(S(=O)(=O)N2CCCCC2)cc1C(C)C,-5,1,1,-12,0,96,x,95,-1
Cc1cc(C)c(NC(=O)NC(=O)C(Cl)(Cl)Cl)c(C)c1,-2,-1,-2,4,1,100,1.2,98,2
CCOc1ccc(N(Cc2cc3cc(OC)ccc3[nH]c2=O)C(=O)C2CCCO2)cc1 (centres undefined),-4,0,0,7,0,104,x,99,-9
Clc1cc(Cl)cc(Nc2ncnc(-n3cccc3)n2)c1,-3,0,1,4,0,109,-0.4,99,5
CCN(CC)c1ccc(CNc2nc3ccccc3n2C(C)C)cc1,4,4,2,4,0,100,-3.3,101,1
CCCc1nc2sc3c(c2c(=O)[nH]1)CCCC3,-3,5,8,-13,2,95,1.9,100,-2
CC(C)NC(=S)N/N=C/c1ccccc1[N+](=O)[O-],-2,11,5,-16,2,103,2.4,109,-2
O=C(Nc1ccc(O)cc1)c1ccc(NC(=O)C2CCCO2)cc1 (centres undefined),x,x,x,-2,2,88,0.6,105,x
